High-throughput results from PubChem.
DTT redox prof: compounds producing H2O2 with reducing agent – biochemical, NIH compound library profiling, artefact control for MLSCN library redox annotation, primary screen. activation, % at 10 µM. AID 878. DTT-dependent redox cycling H2O2, phenol red/HRP absorbance; 100% = 100 µM peroxide control, 0% = buffer. 200,000 compounds, 0.03% hits;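 active means activation of at least 50% relative to the plate's high and low controls in the primary single-dose screen; inactive means activation below 50%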;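 further: compound incubated with DTT at 0.8 mM final as the reducing agent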
Diaphorase inh: inhibits diaphorase or chemically oxidizes, flagging diaphorase assay artifacts. inhibition, % at 20 µM. diaphorase resazurin-to-resorufin fluorescence, NADH, 16 min; bacterial (C. kluyveri) enzyme, not human. AID 1217. 190,000 compounds, 0.69% hits;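 active means primary screen inhibition at 20 µM above a set limit, cut at about 50% in these data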;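 further: plate controls were DMSO with full reaction for no effect and wells lacking NADH for full effect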
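System: Diaphorase enzyme from Clostridium kluyveri | Amount: Enzyme working solution with 0.14 U/mL diaphorase | Benchmarks: No-NADH positive control and DMSO neutral control | Signal: Fluorescence of resorufin formed from resazurin, Ex 544/Em 590 nm | Schedule: 16-min room-temperature incubation before reading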
S1P3 antag: antagonists of human S1P3 receptor | Q99500 | inhibition, % at 4.98 µM | CHO S1P3 NFAT-BLA reporter, FRET fluorescence, antagonist mode | 170,000 compounds, 0.27% hits;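 active means inhibition above the plate cutoff, the mean inhibition of test wells on that plate plus 3 SD, cut at about 28% in these data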;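 further: cells challenged with S1P at its EC80 of 0.8 µM; blue over green emission ratio from cleaved BLA substrate after 4 h stimulation; 0% = S1P-stimulated wells and 100% = unstimulated DMSO-only wells; some compounds past the cut are filed as inactive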
Target sequence (Q99500 whole entry, looked up): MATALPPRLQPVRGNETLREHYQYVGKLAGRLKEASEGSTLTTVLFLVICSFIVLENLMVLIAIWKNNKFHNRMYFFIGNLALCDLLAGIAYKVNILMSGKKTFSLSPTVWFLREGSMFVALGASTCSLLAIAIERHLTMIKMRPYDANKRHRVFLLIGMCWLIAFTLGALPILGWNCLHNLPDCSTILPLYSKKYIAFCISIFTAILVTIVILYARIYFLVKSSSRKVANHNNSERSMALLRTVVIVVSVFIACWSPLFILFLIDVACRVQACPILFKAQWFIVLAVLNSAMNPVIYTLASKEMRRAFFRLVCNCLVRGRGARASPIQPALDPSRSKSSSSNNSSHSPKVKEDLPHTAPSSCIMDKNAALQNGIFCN
Hsp70 act: transcriptional activators of Hsp70; HeLa Hsp70 promoter luciferase reporter, luminescence; scaled: vehicle 0, proteasome-inhibitor control 100%; activation, % at 10 µM; 200,000 compounds, 0.04% hits;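 active means activation above the mean across all tested compounds plus 3 SD, cutoff set per campaign, cut at about 5.5% in these data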;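 further: 100% = MG132 at 30 µM as the positive control and 0% = DMSO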
TLR4-MyD88 BLA: inhibitors of human TLR4-MyD88 binding; HeLa CL3-4 TLR4/MyD88 BLA complementation, FRET ratio; 200,000 compounds, 0.18% hits; O00206+Q99836; AID 861; inhibition, % at 8.4 µM; in the data active means inhibition above about 25%;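 further: 0% = vehicle and 100% = reference inhibitor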
PMI act hi M6P: PMI (human) activation, high substrate; P34949; coupled PMI enzyme assay, resazurin fluorescence, 20 min; active compounds read high; 1 = untreated enzyme, 0 = substrate-free blank; activation factor at 20 µM; 190,000 compounds, 0.34% hits; AID 1216;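 active means activation factor of 2 or more at 20 µM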
Target sequence (P34949 whole entry, looked up): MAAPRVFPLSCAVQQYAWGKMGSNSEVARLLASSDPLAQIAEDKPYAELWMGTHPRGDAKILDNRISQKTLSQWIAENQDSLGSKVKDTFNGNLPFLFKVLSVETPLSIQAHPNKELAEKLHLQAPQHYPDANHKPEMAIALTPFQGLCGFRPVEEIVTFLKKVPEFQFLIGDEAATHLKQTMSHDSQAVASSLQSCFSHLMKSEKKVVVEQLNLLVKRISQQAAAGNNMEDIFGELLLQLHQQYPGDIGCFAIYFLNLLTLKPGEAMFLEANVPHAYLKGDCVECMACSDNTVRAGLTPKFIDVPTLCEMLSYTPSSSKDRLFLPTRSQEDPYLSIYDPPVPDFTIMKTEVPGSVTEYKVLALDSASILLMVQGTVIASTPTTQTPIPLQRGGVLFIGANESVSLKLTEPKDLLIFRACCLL
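Material: human phosphomannose isomerase with PGI, G6PDH, diaphorase coupling enzymes / Reagent: Man-6-P substrate 1.0 mM / Dosing: single compound dose of 20 µM, 1% DMSO final / Incubation: enzyme reaction with compound 20 min at room temperature / Signal: resorufin fluorescence (Ex 544/Em 590 nm) from resazurin via diaphorase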
Diaph act CS: counter-screen for diaphorase-based assays: diaphorase activators and chemical reducers; Diaphorase/resazurin coupled assay, resorufin fluorescence, 16 min; active compounds read high; 1 = vehicle wells, 0 = NADH-free wells; activation factor at 20 µM; 190,000 compounds, 0.005% hits;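 active means diaphorase activity raised at least twofold by the compound at 20 µM; inactive means activation factor below 2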
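Test system: Clostridium kluyveri diaphorase, purified enzyme; input: enzyme 0.07 U/mL final; buffer or medium: 50 mM HEPES pH 7.4 with 4.542 mM MgCl2, 0.005% Tween 20; also added: 0.114 mM NADH and 0.1 mM resazurin, final amounts; schedule: 16 min enzyme reaction, ambient temperature; technique: fluorescence of resorufin, 544 nm excitation, 590 nm emission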
G6PDH counter: inhibits Leuconostoc G6PDH, flagging false hits in G6PDH-based assays; Purified L. mesenteroides G6PDH, diaphorase/resazurin coupled fluorescence, 45 min; inhibition, % at 5 µM; 200,000 compounds, 0.12% hits; AID 1020
PMI activator: increases human mannose-6-phosphate isomerase activity | P34949 | purified human PMI, coupled resazurin fluorescence, 20 min; active compounds read high; 1 = vehicle control, 0 substrate-free wells | activation factor at 20 µM | 190,000 compounds, 0.005% hits;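 active means activation factor of 2 or more at 20 µM, relative to plate controls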
RAM network inh: yeast RAM network inhibition; S. cerevisiae dse1pr::URA3 reporter, 5-FOA growth OD615, 2 d; analog-sensitive cbk1-as2 kinase mutant strain; inhibition, % at 50 µM; 190,000 compounds, 1.8% hits; AID 868;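 active means inhibition above a set limit, 3 SD over mean compound inhibition, cut at about 8.4% in these data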;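 further: 0% = DMSO-only wells with no growth and 100% = 10 µM 1-NA-PP1 full growth; inhibition rescues growth on 5-FOA so higher OD means more RAM inhibition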
Lmaj promast: reduces viability of Leishmania major promastigotes; 200,000 compounds, 9% hits; resazurin fluorescence viability; inhibition, % at 10 µM;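 further: promastigotes grown with compound for 44 hours at 28 °C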
* hit, by the source's call; / = no result given. Unless noted, no stated cut-off is given here; in the data, active means inhibition above about 50%; inactive means the rest.

SMILES	DTT redox prof	Diaphorase inh	S1P3 antag	Hsp70 act	TLR4-MyD88 BLA	PMI act hi M6P	Diaph act CS	G6PDH counter	PMI activator	RAM network inh	Lmaj promast
CC(=O)c1ccc2c(c1)C1C(Cl)C(Sc3ccccc3[N+](=O)[O-])CC1C(C(=O)O)N2 (configuration not stated)	3.0	66*	1	-0.4	1	1.5	0.3	-14	1.1	11*	14
COc1cccc(CNCCc2ccccc2)c1OC	-0.1	6	-4	0.2	7	1.1	0.9	0	1.1	1.0	-1
O=C(Cc1ccc(Cl)c(Cl)c1)NCC1(N2CCOCC2)CCCCC1	-0.3	11	5	0.2	-14	0.9	0.9	11	0.9	-0.9	21
O=C(c1cc(S(=O)(=O)N2CCCCC2)ccc1F)N1CCC2(CC1)OCCO2	0.3	4	/	0.3	-5	1.1	1	2	1.1	-0.2	-4
CNC(C(=O)c1ccccc1)C(OC)c1ccccc1 (configuration not stated)	-0.5	1	-20	-0.3	-10	1.2	1	0	1.2	0.1	-2
CCCCC(=O)N/N=C/c1c(O)n(CC)c(=S)[nH]c1=O	-0.1	49	6	-0.5	-6	1.1	0.5	23	0.8	4.7	1
CCOC(=O)c1c(/N=C/c2c(O)n(-c3ccccc3F)c(=S)[nH]c2=O)sc2c1CCCC2	0.6	24	/	-0.4	-11	1.4	0.8	3	1.2	3.5	-1
CN1C(=O)C(=Cc2ccc(N3CCCCCC3)o2)C(=O)N(C)C1=S	-7.2	22	/	0.8	7	0.9	0.8	-3	0.9	8.7*	8
CSc1ccc(C(=O)C2CCCN(CCCn3cccn3)C2)cc1 (configuration not stated)	0.9	-22	4	-0.1	-21	1.1	1.2	10	1	1.1	86*
O=C(NC(=O)N1CCC2(CC1)OCCO2)c1ccc(Cl)cc1	-0.3	5	-16	0.8	-2	0.9	1	8	0.9	2.1	-9
COc1cc(/C=C2/C(=O)NC(=O)N(c3ccccc3)C2=O)ccc1O	-0.1	7	-1	-0.3	-7	1	0.9	-6	1	0.9	-1
CC1CN=C(Nc2ccccc2)S1 (configuration not stated)	1.4	16	15	-0.1	-6	0.8	0.8	27	0.8	0.3	4
O=C(Cc1ccccc1)OCCNC(=O)c1cccnc1	-2.7	1	/	-0.1	3	1.1	1	10	1	0.9	-6
CC1=CC(=O)NP(=O)(Oc2ccc3ccccc3c2)N1 (configuration not stated)	0.9	8	-17	-0.6	-8	0.7	0.9	-2	0.2	0.4	29
Cc1cccc(CN2CCN(Cc3ccc(Cl)cc3)CC2)c1	2.8	-7	/	0.1	-12	1.2	1.1	1	1.1	0.3	89*
O=C(COC(=O)Cc1ccccc1)Nc1ccc(SC(F)F)cc1	0.4	10	-1	-0.3	-1	0.9	0.9	-6	0.9	1.0	-7
CN1C(=O)C(C2(C#N)CCCCC2)C(=O)N(C)C1=O	-0.8	4	-5	-0.3	7	1.1	1	-7	1.1	-0.1	-3
CCn1c(O)c(/C(C)=N/N2CCCCC2c2cccnc2)c(=O)[nH]c1=S (configuration not stated)	-0.3	20	0	-0.3	9	1	0.8	6	1.1	0.8	11
CCC(=Nc1ccccc1NC(C)=O)c1c(O)n(C)c(=O)n(C)c1=O	-0.1	10	-20	0.2	-14	1.2	0.9	6	1	-0.9	2
CCN(CC)C(=O)c1ccc(N2C(=O)C3CC=C(Cl)CC3C2=O)cc1 (configuration not stated)	-1.0	15	14	0.5	2	1	0.8	4	1	-0.4	2
CCCC1=C(C(=O)OCC)C2(C(=O)Nc3ccc(C)cc32)C(C#N)=C(N)O1 (configuration not stated)	-0.1	7	16	0.0	0	0.9	0.9	0	0.9	0.8	-3
O=C(CSc1ccccc1)N1CCC2(CC1)OCCO2	3.2	8	20	0.2	-11	0.9	0.9	-10	0.9	2.3	-8
CCOC(=O)c1c(N)n(CCN2CCCCC2)c2nc3ccccc3nc12	1.2	20	0	-0.1	7	0.7	0.8	4	0.9	0.3	55*
CCN(C(C)=O)c1cccc(-c2ccnc3c(C#N)cnn23)c1	/	1	-24	0.3	/	1	1	10	0.9	/	/
COc1ccc(C2=NCC(=S)Nc3ccc(Cl)cc32)cc1Cl	0.5	2	-18	-0.5	15	1	1	12	1	4.0	-5
COc1ccccc1C1=NCc2nnc(C)n2-c2ccc(Cl)cc21	-0.8	19	-6	-0.4	11	0.9	0.8	9	1	-0.4	61*
CCCCCCOc1ccc(CN2CCN(CC)CC2)cc1	0.3	6	/	-0.1	5	1.1	0.9	14	1	-0.2	97*
CC(C)(C)N1Cc2ccccc2C1=N	0.8	0	/	0.0	11	1.3	1	-2	1.2	1.1	-2
CCC(COC(=O)NC)NC(=O)Oc1cccc(C)c1 (configuration not stated)	2.1	9	/	0.0	1	1.1	0.9	6	1.1	1.1	-1
Cc1cccc(N2C(=O)/C(=C/c3ccc(CN(CCC#N)S(C)(=O)=O)o3)C(=O)NC2=S)c1	-1.1	10	/	-0.4	0	1.7	0.9	3	1.3	1.1	-4
Cc1ccsc1C(=O)C1CCCN(Cc2ccccc2O)C1 (configuration not stated)	-0.1	8	-6	-0.1	7	1	0.9	16	1	0.7	22
COc1cc(C(=S)N2CCOCC2)cc(OC)c1OC(=O)Cc1ccccc1	-1.1	20	-9	-0.2	-1	0.9	0.8	3	0.9	-0.6	5
Cc1ccc2c(c1)=C/C(=C\c1c(O)[nH]c(=S)[nH]c1=O)C(=O)N=2	0.6	54*	-11	-0.2	-19	1.5	0.5	-14	0.8	-0.6	0
Cn1nc(N)c2c1N=P(N1CCOCC1)(N1CCOCC1)N=C2c1ccccc1	0.5	8	2	-0.1	-8	1	0.9	-2	1.1	1.3	0
O=C(Nc1cccc(OC(=O)N2CCOCC2)c1)N1CCOCC1	0.8	9	6	-0.1	-2	1	0.9	-2	0.9	0.5	-6
CCCN1C2CCCC1CC(NC(C)=O)C2 (configuration not stated)	-3.4	12	-36	-0.1	-2	1	0.9	-6	0.9	0.6	0
CCOP1(=S)Oc2cc3c(cc2C(C(=O)OC)(C(F)(F)F)O1)OCO3 (configuration not stated)	-1.5	6	12	-0.1	20	0.9	0.9	3	0.8	1.5	0
O=C1NC(=O)N(CCc2ccc(F)cc2)C(=O)/C1=C\C=C\c1ccccc1	-0.2	16	-25	0.2	-1	1.3	0.8	5	1.2	4.9	100*
c1csc(CN2CCNCC2)c1	0.0	14	-17	-0.3	9	1.2	0.9	6	1.2	1.1	-4
Cn1c(O)c(C=NC2CCCCC2)c(=O)[nH]c1=S	-0.4	12	-15	-0.3	-3	0.9	0.9	14	0.9	1.5	-2
COc1cc(CN2CCN(c3cc(C)ccc3C)CC2)ccc1O	2.7	17	2	-0.1	-1	1	0.8	-2	1	3.0	45
CCOP(=O)(OCC)C(NC(=O)C(C)C)C(Cl)(Cl)Cl (configuration not stated)	-4.2	5	/	-0.4	12	1.1	1	7	1	0.7	-3
COc1ccc(/C=C2/C(=O)NC(=S)N(C3CC3)C2=O)cc1CN1C(=O)c2ccccc2C1=O	0.5	14	6	-0.5	2	2*	0.9	-10	1.6	-0.8	-8
Cc1oc(-c2ccccc2)nc1CN1C(=O)CN=C(c2ccccc2)c2ccccc21	-0.3	8	-3	-0.1	8	0.9	0.9	18	0.9	-0.4	9
CCC(C)N1C(=O)NC(=O)C2(Cc3c(ccc4ccccc34)N(C)C2)C1=O (configuration not stated)	0.1	74*	-18	-0.1	-9	0.3	0.3	41	1.1	1.9	22
O=C1NC(=S)NC(=O)C12C(c1ccc(F)cc1)NC(=S)NC2c1ccc(F)cc1 (configuration not stated)	0.0	24	/	-0.3	7	1.2	0.8	-1	1.1	-0.6	-10
O=C1CCN(C(=O)Cc2ccccc2[N+](=O)[O-])CC1	-0.3	0	-7	-0.1	-17	1.1	1	-2	1	3.5	-3
C(CCc1nn[nH]n1)CCc1nn[nH]n1	-0.1	-1	4	-0.1	-6	1.1	1	9	1.2	-0.1	-8
CNC(=O)Oc1ccc2ncccc2c1	0.6	11	2	-0.5	1	1	0.9	-4	1	-0.1	1
O=[N+]([O-])c1ccc(NCc2ccccc2)c2nonc12	-1.3	20	8	0.0	14	0.6	0.8	6	0.9	0.5	0
CNC(C)Cc1ccccc1Sc1ccc(O)cc1 (configuration not stated)	1.3	7	/	-0.2	7	1.1	0.9	0	1	0.3	100*
Cc1cccc(NC(=O)N2CCCC2)c1	0.8	3	-11	-0.2	7	1.1	1	14	1.1	0.5	34
CCOC(=O)C1CCCN(c2ccc([N+](=O)[O-])c3nonc23)C1 (configuration not stated)	13	-4	8	-0.4	3	0.8	1	0	1	-0.5	28

Given with values under each structure: six of the compounds above
Fields: DTT redox prof	Diaphorase inh	S1P3 antag	Hsp70 act	TLR4-MyD88 BLA	PMI act hi M6P	Diaph act CS	G6PDH counter	PMI activator	RAM network inh	Lmaj promast
> C(CCc1nn[nH]n1)CCc1nn[nH]n1
 : -0.1	-1	4	-0.1	-6	1.1	1	9	1.2	-0.1	-8
> CNC(=O)Oc1ccc2ncccc2c1
 : 0.6	11	2	-0.5	1	1	0.9	-4	1	-0.1	1
> O=[N+]([O-])c1ccc(NCc2ccccc2)c2nonc12
 : -1.3	20	8	0.0	14	0.6	0.8	6	0.9	0.5	0
> CNC(C)Cc1ccccc1Sc1ccc(O)cc1 (configuration not stated)
 : 1.3	7	/	-0.2	7	1.1	0.9	0	1	0.3	100*
> Cc1cccc(NC(=O)N2CCCC2)c1
 : 0.8	3	-11	-0.2	7	1.1	1	14	1.1	0.5	34
> CCOC(=O)C1CCCN(c2ccc([N+](=O)[O-])c3nonc23)C1 (configuration not stated)
 : 13	-4	8	-0.4	3	0.8	1	0	1	-0.5	28

The list is partial; rates above refer to the full screens.
